Assay outcomes as filed in PubChem.
CHT block – inhibits the human high affinity choline transporter | B-score at 10 µM | Q9GZV3 | AID 488975 | CHT-expressing cells, membrane potential dye, choline response; stronger effect = lower value | 0.86% of 310,000 active;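 active means B-score over 3 SD under the library average, and starting fluorescence ratio not unusually high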;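 further: choline stimulus applied at its EC90 after an EC20 pre-addition; B-score computed on integrated fluorescence ratio after choline addition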
Target sequence (Q9GZV3 whole entry, looked up): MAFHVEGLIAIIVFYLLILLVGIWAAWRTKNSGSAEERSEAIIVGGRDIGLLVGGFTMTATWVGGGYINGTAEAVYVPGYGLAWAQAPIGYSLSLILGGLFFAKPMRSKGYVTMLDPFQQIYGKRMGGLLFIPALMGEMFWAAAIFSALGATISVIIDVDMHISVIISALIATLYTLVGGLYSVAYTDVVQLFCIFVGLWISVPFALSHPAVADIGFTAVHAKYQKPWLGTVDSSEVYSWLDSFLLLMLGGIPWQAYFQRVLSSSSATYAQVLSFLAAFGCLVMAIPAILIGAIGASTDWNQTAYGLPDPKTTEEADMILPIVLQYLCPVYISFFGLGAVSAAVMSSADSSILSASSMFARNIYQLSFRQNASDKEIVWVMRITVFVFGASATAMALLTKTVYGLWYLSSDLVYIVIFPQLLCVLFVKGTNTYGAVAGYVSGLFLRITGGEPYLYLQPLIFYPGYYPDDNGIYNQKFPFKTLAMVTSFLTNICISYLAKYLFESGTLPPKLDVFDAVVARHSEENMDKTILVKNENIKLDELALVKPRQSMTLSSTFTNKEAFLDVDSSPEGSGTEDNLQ
CHT PAM – human CHT allosteric activation. Q9GZV3. CHT-expressing cells, membrane potential dye, choline EC20; stronger effect = higher value; LV-AA mutant CHT in HEK293 cells. B-score at 10 µM. 0.49% of 310,000 active;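 active means initial fluorescence not abnormally high and integrated response B-score, plate-corrected, over 3 SD above library mean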
The depositor's hits bear a star; i = inactive.

SMILES	CHT block	CHT PAM
CCCCCCSc1cccc(-c2nc3ccc(Cl)cn3c2NCc2ccccc2)c1	i	i
N#Cc1c(NC(=O)c2nc3ncccn3n2)sc2c1CCCCC2	i	i
COCCN1C(=O)c2oc3cc(C)c(C)cc3c(=O)c2C1c1ccc(O)cc1 (stereo not given)	i	i
Cc1ccccc1-n1nnnc1SCc1ncc(-c2ccccc2)o1	i	i
O=C(COc1ccccc1Cl)Nc1cc(NC(=O)COc2ccccc2Cl)cc(C(=O)O)c1	i	i
O=S(=O)(c1cccc(COc2c(Cl)cccc2Cl)c1)N1CCOCC1	i	i
CCn1c(=O)n(CC(=O)N(C)Cc2ccccc2)c(=O)c2ccccc21	i	i
COc1ccc(-c2nc(NC(=O)c3ccc(OCC(=O)N4CCOCC4)c(OC)c3)sc2C)cc1	i	i
O=C(CSc1nc2ccccc2[nH]1)Nc1nc(-c2cccc(Br)c2)cs1	i	i
O=C1CC(c2ccc(S(=O)(=O)Nc3cc(C(F)(F)F)cc(C(F)(F)F)c3)cc2)CN1 (stereo not given)	i	i
Cc1nc2ccc(NC(=O)c3nn(CC(C)C)c(=O)c4ccccc34)cc2s1	i	i
Cc1nc(Cl)c(C(=O)NC(=O)Nc2cccc(C(F)(F)F)c2)c(C)c1[N+](=O)[O-]	i	i
O=C(Nc1ccc(C2CCCCC2)cc1)C1CCN(c2ncccn2)CC1	i	i
CN(Cc1ccccc1)Cc1c(F)cccc1F	i	i
O=C(CSc1ccc2nnc(-c3ccccn3)n2n1)Nc1ccc(F)cc1	i	i
Cc1ccc(S(=O)(=O)CCC(=O)OCC(=O)c2c(C)[nH]c3ccccc23)cc1	i	i
CSCCC(NC(=O)C1CCC(C)CC1)C(=O)Nc1ccc(NC(C)=O)cc1 (stereo not given)	i	i
Cc1cc(NS(=O)(=O)c2ccc(NC(=O)COc3ccccc3Cl)cc2)no1	i	i
COC(=O)c1cc2sc(Cl)cc2n1CC(=O)N1CCCc2ccccc21	i	i
Cc1ccc2c(c1)NC(=O)C(CC(=O)O)O2 (stereo not given)	i	i
CC(C)(C)NC(=O)C(c1ccncc1)N(C(=O)c1csnn1)c1cccc2ccccc12 (stereo not given)	i	i
COc1ccc(-c2nc(C)sc2CC(=O)O)cc1OC	i	i
COc1ccc(CNS(=O)(=O)NCc2ccccc2)cc1	i	i
Cc1ccccc1N=Cc1cc2c(cc1[N+](=O)[O-])OCO2	i	i
O=C1/C(=C\c2ccccn2)SC(=S)N1c1ccc(S(=O)(=O)Nc2nccs2)cc1	-7*	i
Cc1cccc(N2C(=O)c3cccc(Oc4ccc(Cl)cc4)c3C2=O)c1	i	i
CCCCC1=CC2=C(c3ccco3)C(=O)C(C)(OC(=O)c3ccc(OC)cc3)C(=O)C2=CN1CCc1ccccn1 (stereo not given)	i	i
O=C(C1=C(O)C(=O)N(CCN2CCOCC2)C1c1ccc([N+](=O)[O-])cc1)c1cc2ccccc2o1 (stereo not given)	i	i
COc1c(F)c(F)c(C(=O)O)c(Nc2ccc(C)cc2)c1F	i	i
Cc1cc(C)nc(NCc2ccc(Cl)cc2)n1	i	i
O=C(c1ccc(-c2ccccc2)cc1)N1CCCC1	i	i
Cc1cc(=O)n2c3ccccc3n(CC(O)CN3CCN(CCO)CC3)c2c1C#N (stereo not given)	i	i
COc1ccc(/C=N/NC(=O)Cn2nc([N+](=O)[O-])cc2C)c(OC)c1OC	i	i
Cc1c(NC(=O)c2ccc3ncccc3c2)c(=O)n(-c2ccccc2)n1C	i	i
COc1ccccc1N=c1oc2cc(O)ccc2cc1C(N)=O	i	i
Nc1c(C(=O)c2ccc(Cl)cc2)sc2nsc(SCCN3CCOCC3)c12	i	i

Single records (already shown). Values in the order: CHT block | CHT PAM
Entry for CCCCC1=CC2=C(c3ccco3)C(=O)C(C)(OC(=O)c3ccc(OC)cc3)C(=O)C2=CN1CCc1ccccn1 (stereo not given) : i | i
Entry for O=C1/C(=C\c2ccccn2)SC(=S)N1c1ccc(S(=O)(=O)Nc2nccs2)cc1 : -7* | i

(listing goes on)
SMILES	CHT block	CHT PAM
O=C1CC(c2ccccc2)CC(O)=C1C=NC1CCCCCC1 (stereo not given)	i	i
CC(C)C(=O)N1CCN(c2nc(-c3ccccc3)c3c(c2C#N)CCCC3)CC1	i	i
O=C(/C=C\c1ccc2c(c1)OCO2)Nc1nnc(SCC(=O)OCc2ccccc2)s1	i	i
CCc1ccc(C(C(=O)NC2CCCCC2)N(C(=O)c2csnn2)C2CC2)cc1 (stereo not given)	i	i
CSc1nncn1/N=C/c1cc(Cl)ccc1F	i	i
CCN1C(=O)[C@@H]2[C@@H](c3ccc(-c4ccc(C(C)=O)cc4)c(OC)c3)N3CCC[C@@]3(C(=O)OC)[C@@H]2C1=O	i	i
Cc1nc(CSc2nnc(Nc3cccc(C)c3C)s2)cs1	i	i
CC(C)CCNC(=O)C1CCC(=O)N1C(C)C (stereo not given)	i	i
CCn1c(SC(C)C(=O)NC2CCCc3ccccc32)nnc1-c1cccs1 (stereo not given)	i	i
O=C(Cn1nc(C(=O)O)c2ccccc2c1=O)NCCC1=CCCCC1	i	i
CCCOc1ccc(C(=O)O/N=C(\CC)c2ccc(C)cc2)cc1	i	i
O=C(C[n+]1ccc(/C=C/c2ccccc2)cc1)c1ccc2c(c1)OCCO2	i	i
CC1CCN(CCC(=O)Nc2ccc(F)c(F)c2)CC1	i	i
COc1cc(/C=C/C(=O)O)cc(S(=O)(=O)Nc2ccccc2Oc2ccccc2)c1OC	i	i
COc1ccc(C(=O)NC2CCc3ccccc32)cc1OC1CCN(C(C)C)CC1 (stereo not given)	-8.95*	i
CCc1nc(C)cn1S(=O)(=O)c1ccc(Cl)c(Cl)c1Cl	i	i
COc1cc(C(=O)Nc2ccc(C)cc2)c(-n2cnnn2)cc1OC	i	i
CCOC(=S)N/C(=N\S(=O)(=O)c1ccc(C)cc1)c1ccccc1	i	i
COc1ccc(/C=N/NC(=O)c2cc(Br)ccc2O)cc1Cn1cc(Cl)cn1	i	i
O=C1C2C3C=CC(CC3)C2C(=O)N1c1ccc(Cl)cc1Cl (stereo not given)	i	i
NC(=O)c1ccccc1N/C=C/C(=O)c1ccccc1	i	i
COc1ccc(CSc2nnc(C)n2N)cc1[N+](=O)[O-]	i	i
CC(C)Cc1nnc(NC(=O)CSc2nc(O)c(-c3ccccc3)c(=O)[nH]2)s1	i	i
CC(C(=O)Nc1ccccc1)N1C(=O)c2ccccc2C1=O (stereo not given)	i	i
COc1ccc2nc(Nc3ccccc3)sc2c1	i	i
CCc1nc(SCC(=O)c2ccc(Cl)s2)c2oc3ccccc3c2n1	i	i
COc1ccc2c(CC(=O)Nc3ccc(OC)c(NS(=O)(=O)c4ccc(F)cc4)c3)coc2c1	i	i
O=C(CSc1n[nH]c(=O)[nH]c1=O)c1ccccc1[N+](=O)[O-]	i	i
Clc1ccc(Oc2nc3ccccc3n3cccc23)cc1	i	i
CCCC(=O)Nc1c(-c2cccs2)c(=O)c2ccccc2n1C	i	i
COc1ccccc1NC1=C(C)C(=O)CC1	i	i
O=C(CCCSc1nc(-c2ccco2)cc(C(F)(F)F)n1)NCC1CCCO1 (stereo not given)	i	i
Cc1ccc(S(=O)(=O)N2CCOCC2)cc1C(=O)N1CCCCCC1	i	i
CC1CCCN(CCS(=O)(=O)c2ccccc2)C1 (stereo not given)	i	i
Cc1ccccc1NC(=O)c1snc2c(=O)[nH]cnc12	i	i
O=S(=O)(NCCc1csc(-c2cccnc2)n1)c1cccs1	i	i
CCC/C=N/NC(=O)c1ccccc1O	i	i
C[C@@H]1NC(=O)c2cc([N+](=O)[O-])cc(I)c2NCCCC[C@@H](C(N)=O)NC(=O)[C@H](CC(N)=O)NC1=O	i	i
Cc1ccc(NC(=O)CSc2ccc3nnc(-c4cccnc4)n3n2)cc1	i	i
CCN(CC)CCOC(=O)c1cccc2c1-c1ccccc1C2O (stereo not given)	i	i
COc1ccccc1NC(=O)Cc1nnc(SCC(=O)NC2CCCCC2)n1C	i	i
Cc1nc(C)c(C(=O)O)s1	i	i
Cc1cccc2c1N(CC(=O)OC(C)C)C(=O)C2=O	i	i
Cn1c(SCC(=O)O)nc2sc3c(c2c1=O)CCC3	i	i
CCOC(=O)c1c(NC(=S)NC)sc2c1CC(C)(C)SC2	i	i
COCCNC(=O)CCCn1c(=O)c2cc(OC)c(OC)cc2n(CC(=O)c2ccc(Cl)cc2)c1=O	i	i
O=C(O)c1ccc(NC(=O)c2ccccc2NC(=O)c2cccc(Br)c2)cc1	i	i
Cc1nc2ccc(Br)cc2c2c1CC(CBr)O2 (stereo not given)	i	i
CCn1cc(C(=O)O)c(=O)c2cnc(N3CCN(C(=S)NC(=O)c4ccccc4)CC3)nc21	i	i
COc1ccc(C(=O)CCC(=O)NCCc2c[nH]c3ccccc23)cc1	i	i
CCCOc1ccc(C2/C(=C(\O)c3c(C)[nH]c(C(=O)OC)c3C)C(=O)C(=O)N2CCN(C)C)cc1 (stereo not given)	i	i
Cc1ccc(C)c(S(=O)(=O)Nc2cc(SCC(=O)O)c(O)c3ccccc23)c1	i	i
CC(=O)c1ccc(OCCNS(=O)(=O)c2ccc(-n3cnnn3)c(C)c2)cc1	i	i
CC(C)OC(=O)CC1C(=O)NCCN1C(=S)NC(=O)c1ccc(F)cc1 (stereo not given)	i	i
Cn1c(=NC(=O)CSCC(=O)N2CCCCC2)sc2ccccc21	i	i
Oc1cccc(/C=C/c2ccc3cccc(O)c3n2)c1	i	i
CC(=O)Nc1ccc(S(=O)(=O)Nc2nccc(/C=C/c3ccccc3F)n2)cc1	i	i
O=C(NCCN1CCCCC1)Nc1ccc([N+](=O)[O-])cc1	i	i
CC1CCN(CC(=O)n2c3c(c4ccccc42)CCCC3)CC1	i	i
CC1=NN(C(=O)c2ccccc2C)C(O)(c2ccc(Cl)cc2)C1 (stereo not given)	i	i

Part of the list above in order of count of non-hydrogen atoms, smallest number first.
SMILES	CHT block	CHT PAM
Oc1cccc(/C=C/c2ccc3cccc(O)c3n2)c1	i	i
CC1CCN(CC(=O)n2c3c(c4ccccc42)CCCC3)CC1	i	i
CC(C)OC(=O)CC1C(=O)NCCN1C(=S)NC(=O)c1ccc(F)cc1 (stereo not given)	i	i

More records follow.
SMILES	CHT block	CHT PAM
CCOC(=O)c1c(S(=O)(=O)N2CCN(C3CCCCC3)CC2)c(C)n(C)c1C	i	i
O=C(CSc1nnc2sc3ccccc3n12)N1CCN(c2ccccc2)CC1	i	i
O=C1c2cccc3cccc(c23)C(=O)N1CC1CCN(S(=O)(=O)c2ccc(F)cc2)CC1	i	i
O=C(O)C1CCN(S(=O)(=O)Cc2ccccc2)CC1	i	i
CCC(=O)N1CCN(c2ccccc2NC(=O)c2cccs2)CC1	i	i
c1cncc(CNc2c3c(nc4nnnn24)CCCC3)c1	i	i
CCCC1CCC(C(=O)Nn2c(C)nc3ccccc3c2=O)CC1 (stereo not given)	i	i
NC(=O)c1ccccc1OCC(=O)N1CCc2ccccc2C1	i	i
O=C(c1cc(-c2ccccc2)nc2ccccc12)N1CCCc2ccccc21	i	i
COC(=O)c1cc2c(s1)-c1cc(F)ccc1OC2	i	i
Cc1cc(C)cc(N(C(=O)Cn2nnc(-c3ccccc3)n2)C(C(=O)NC2CCCCC2)c2ccccn2)c1 (stereo not given)	i	i
CCCCn1c(=NC(C)=O)c(C#N)cc2c(=O)n3cccc(C)c3nc21	i	i
Cc1cc(O)c(C(C)C)cc1NC(=O)c1ccc(Cl)cc1	i	i
O=C(c1cc(Br)ccc1Cl)N1CCN(c2ccc(N3CCOCC3)nn2)CC1	i	i
COc1cc(C(=O)NNC(=O)C2CCCC2)cc(OC)c1OC	i	i
COc1ccc(NC(C)=O)cc1NC(=O)CCn1c(=O)sc2ccccc21	i	i
C/C(CC(=O)NCc1ccco1)=N\NC(=O)CC#N	i	i
CNC(=S)SCCOc1ccc(C)cc1	i	i
O=C(CN1CCN(Cc2cccc(Cl)c2)C1=O)NCc1cccs1	i	i
O=C(NCCc1ccccc1)c1cnn2c(C(F)F)cc(C3CC3)nc12	i	i
CCOCCCNC(=S)NCCc1ccccc1	i	i
CCOC(=O)N1CCN(S(=O)(=O)c2ccc(C(=O)Nc3sc4c(c3C(N)=O)CC(C)(C)NC4(C)C)cc2)CC1	i	i
CC(=O)Nc1ccc(N/C=C/C(=O)c2ccc(Br)cc2)cc1	i	i
CCn1cnc2sc(C(=O)O)c(C)c2c1=O	i	i
CC(NC(=O)CN1CCN(Cc2ccc(Cl)cc2)C1=O)c1ccc2c(c1)OCCO2 (stereo not given)	i	i
Cc1ccccc1S(=O)(=O)N(CC(O)CN1CCCCC1)c1ccccc1 (stereo not given)	i	i
Cc1ccc(NC(=O)CC2C(=O)NCCN2C(=O)c2ccc(F)cc2)cc1 (stereo not given)	i	i
O=C(COC(=O)CCNS(=O)(=O)c1ccc(Cl)cc1)NCc1ccco1	i	i
COC(=O)c1ccc(NC(=O)CSc2nc(=O)cc(N)n2-c2ccccc2)cc1	i	i
Cc1cc(OCCN2CCCCCC2)ccc1[N+](=O)[O-]	i	i
O=C(Nc1ccc2c(c1)CCC2)c1cccs1	i	i

Molecules listed so far that contain an NH in an aromatic ring:
SMILES	CHT block	CHT PAM
O=C(CSc1nc2ccccc2[nH]1)Nc1nc(-c2cccc(Br)c2)cs1	i	i
Cc1ccc(S(=O)(=O)CCC(=O)OCC(=O)c2c(C)[nH]c3ccccc23)cc1	i	i
CC(C)Cc1nnc(NC(=O)CSc2nc(O)c(-c3ccccc3)c(=O)[nH]2)s1	i	i
O=C(CSc1n[nH]c(=O)[nH]c1=O)c1ccccc1[N+](=O)[O-]	i	i
Cc1ccccc1NC(=O)c1snc2c(=O)[nH]cnc12	i	i
COc1ccc(C(=O)CCC(=O)NCCc2c[nH]c3ccccc23)cc1	i	i
CCCOc1ccc(C2/C(=C(\O)c3c(C)[nH]c(C(=O)OC)c3C)C(=O)C(=O)N2CCN(C)C)cc1 (stereo not given)	i	i

An unsorted share of the library. About 1.5% of those tested had a hit in this group.
